# Assay outcomes as filed in PubChem.
# miR-122 sensor: blocks miR-122 activity in Huh7 sensor cells. Huh7 miR-122 Renilla luciferase sensor, 48 h; neutral wells = 0, positive control = 100. 0.3% of 340,000 active. activation (reporter increase), % at 12.5 µM;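 active = mean replicate activation score at least 90 and every replicate individually at or above 90; inconclusive = only one of the two criteria met; inactive = neither criterion met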;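 also: higher luciferase means less miR-122 activity so hits act as miR-122 inhibitors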
# Casp6 inh: caspase-6 (human) enzyme inhibition; purified caspase-6, Z-VEID-R110 cleavage fluorescence; inhibition, % at 12.5 µM; 0.53% of 350,000 active;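 active = mean inhibition across replicates at least about 35%, with every replicate also reaching that limit, limit read from the data; inconclusive = only one of the two criteria met; inactive = neither criterion met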;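 also: 0% = median of neutral control wells and 100% = no fluorescence left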
# ERAP1 HTS inh: ERAP1 (human) enzyme inhibition; recombinant ERAP1, Leu-AMC fluorescence, 60 min; Q9NZ08; inhibition, % at 10.7 µM; 0.15% of 340,000 active; AID 652197;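 active = mean replicate inhibition of at least 30%, or all replicates individually reaching that 30% level; inactive = mean below 30% and not every replicate reaching it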;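 also: 0% = neutral control wells and 100% = L-leucinethiol positive control wells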
# Target sequence (Q9NZ08 whole entry, looked up): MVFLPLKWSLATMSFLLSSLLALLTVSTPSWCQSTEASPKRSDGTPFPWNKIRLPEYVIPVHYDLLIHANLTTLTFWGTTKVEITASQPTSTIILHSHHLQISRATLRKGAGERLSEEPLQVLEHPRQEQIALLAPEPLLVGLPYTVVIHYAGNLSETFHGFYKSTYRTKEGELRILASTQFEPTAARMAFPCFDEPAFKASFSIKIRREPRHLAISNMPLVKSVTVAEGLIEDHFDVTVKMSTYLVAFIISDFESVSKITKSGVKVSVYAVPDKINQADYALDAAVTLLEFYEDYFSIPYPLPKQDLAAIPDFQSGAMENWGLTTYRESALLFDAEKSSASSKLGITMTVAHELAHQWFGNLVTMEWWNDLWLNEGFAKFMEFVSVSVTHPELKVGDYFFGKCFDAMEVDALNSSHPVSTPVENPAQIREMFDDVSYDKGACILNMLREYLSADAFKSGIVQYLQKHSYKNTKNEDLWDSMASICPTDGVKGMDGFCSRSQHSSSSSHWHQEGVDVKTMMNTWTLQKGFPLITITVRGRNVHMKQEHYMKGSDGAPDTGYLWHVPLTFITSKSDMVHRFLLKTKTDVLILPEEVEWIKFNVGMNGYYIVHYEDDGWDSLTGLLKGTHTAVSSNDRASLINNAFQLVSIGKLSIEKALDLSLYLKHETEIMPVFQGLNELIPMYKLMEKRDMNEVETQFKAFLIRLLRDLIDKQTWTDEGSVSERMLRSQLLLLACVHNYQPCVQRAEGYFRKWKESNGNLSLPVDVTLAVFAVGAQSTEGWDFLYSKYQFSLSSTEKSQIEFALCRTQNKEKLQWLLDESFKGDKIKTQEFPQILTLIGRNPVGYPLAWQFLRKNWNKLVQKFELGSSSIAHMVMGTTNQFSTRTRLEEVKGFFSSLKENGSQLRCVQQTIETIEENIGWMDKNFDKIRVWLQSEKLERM
# ERp5 inh: inhibitors of human ERp5; Q15084; ERp5 insulin aggregation, absorbance 650 nm, 90 min; inhibition, % at 9.99 µM; 0.05% of 350,000 active;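 active = mean replicate inhibition above about 25%, with every replicate also reaching it, limit read from the data, passing the limit was not always enough; inconclusive = only one of those two criteria met; inactive = neither criterion met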
# F508del corr: correctors of CFTR F508del function in bronchial epithelial cells. CFBE cells, YFP halide quenching; stimulated with forskolin plus potentiator P3; % fluorescence drop versus neutral controls. activity (quench increase), % at 7.58 µM. 0.36% of 350,000 active;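 active = mean added fluorescence quench of at least 8% versus neutral control, with both replicates also reaching 8%; inconclusive = only one of the mean or replicate conditions met; inactive = mean below 8% and not both replicates reaching 8%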;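 also: cells transiently co-express mutant CFTR-F508del with the halide-sensitive YFP; corrector assay measuring rescue of mutant channel to the surface after 24 h compound exposure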
# SIRT5 inh: inhibitors of human sirtuin-5 desuccinylase | Q9NXA8 | 1.1% of 330,000 active | inhibition, % at 15 µM | Purified SirT5, succinyl-peptide AMC, trypsin-coupled fluorescence; in the data active = inhibition above about 15%; inconclusive = no clear call, values can overlap the other calls
# DENV2 CPE: DENV2-induced cell death inhibition; DENV2-infected cells, cytopathic effect rescue, plate reader; CPE inhibition, % at 9.99 µM; 1.7% of 350,000 active; in the data active = CPE inhibition above about 20%, passing the limit was not always enough; inconclusive = no clear call, values can overlap the other calls; tested in BHK-21 cells;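 also: 0% = median of neutral control wells and 100% = median of positive control wells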
# Starred values were filed as active, the others as inactive; ? = inconclusive; nt = no result given; & = joins results of further samples; [ ] = another dose, or the depositor's remark.
SMILES	miR-122 sensor	Casp6 inh	ERAP1 HTS inh	ERp5 inh	F508del corr	SIRT5 inh	DENV2 CPE
Clc1ccc(-n2nnnc2-c2cnc3ccc(Cl)cc3c2-c2ccccc2)cc1	2	-4	3	-5	0.0	1	-2
CC(=O)N(C)C[C@@H]1Oc2cc(C#CC3(O)CCCC3)ccc2S(=O)(=O)N([C@H](C)CO)C[C@H]1C	-4[16.7 µM]	-4	-5	-1	0.4	2	-11
Cc1ccc(S(=O)(=O)N(C)CC(=O)NCC(c2ccco2)N(C)C)cc1 (configuration not stated)	nt	-3	0	-1	1.6	-8	11
CC(C)c1ccc(NC(=S)Nc2ccc3cn[nH]c3c2)cc1	3	2	0	1	0.1	0	nt
CC(C)[C@H](NC(=O)N1CCn2c1nc1ccccc12)C(=O)NC1CCCCC1	0	8	-1	nt	2.4	-1	-5
CCCCN(C(=O)C1CSC2(C)CCC(=O)N12)c1c(N)n(Cc2ccccc2)c(=O)[nH]c1=O (configuration not stated)	-4	1	1	-1	-1.7	-2	13
COc1ccc(S(=O)(=O)N(C)C[C@@H]2Oc3c(NC(=O)Nc4ccc(C(F)(F)F)cc4)cccc3C(=O)N([C@@H](C)CO)C[C@@H]2C)cc1	1[16.7 µM]	-1	0	-6	0.1	6	12
CCCCC(=O)N(C)c1c(CC)nc2c(OCc3cc(Cl)cc(Cl)c3)cccn12	-2	3	6	-6	4.9	0	-8
O=C(NCc1ccccn1)c1ccc2c(=O)n(CCc3ccccc3)c(=O)[nH]c2c1	-4	-2	-2	15	1.2	-3	1
CCCC#Cc1ccc([C@H]2[C@@H](CO)N3CCCCN(S(=O)(=O)c4ccccc4F)C[C@H]23)cc1	7[16.7 µM]	1	3	-3	-0.4	6	-34
COc1ccc2c3c([nH]c2c1)[C@H](CO)N(Cc1cc(F)ccc1F)CC31CN(C(=O)C2CCC2)C1	nt	2	3	-2	0.5	-2	-7
COc1cc(C(=O)Nc2ccc3nc(N4CCN(C)CC4)cc(C)c3c2)cc(OC)c1OC	-7	-30	0	4	3.1	2	-6
CO[C@@H]1CN(C)C(=O)c2ccc(NC(=O)NC(C)C)cc2OC[C@H](C)N(C(=O)C2CCC2)C[C@H]1C	-3[16.7 µM]	2	-2	6	-2.8	1	4
CCOC(=O)C1CCN(C(=O)CCc2ccc(S(=O)(=O)NCC(C)C)cc2)CC1	9	2	0	1	0.1	2	8
COCC(=O)Nc1ccc2c(c1)OC[C@@H](C)N(C(=O)c1cnccn1)C[C@@H](C)[C@@H](OC)CN(C)C2=O	nt	-1	1	12	2.4	-2	10
COCCNC(=O)c1onc(CSc2ccncc2)c1C(=O)NCCOC	40	0	2	-1	6.2	2	3
CCOC(=O)N1CCN(Cc2nc3cc(NC(=O)c4cccs4)ccc3n2CC)CC1	40	0	-6	-3	3.8	-2	-6
CO[C@@H]1CN(C)C(=O)c2cc(NC(=O)NC(C)C)ccc2OC[C@@H](C)N(Cc2ccccn2)C[C@H]1C	nt	0	-3	8	-0.8	-6	-10
CCc1nc2ccc(C(=O)Nc3ccc(OC)c(OC)c3)cn2c1N(CC)CCOC	-3	-3	1	0	7.1	4	-9
O=C(Nc1ccccn1)c1ccc(Cl)c([N+](=O)[O-])c1	-9	-2	0	-9	0.7	0	4
COc1cc(C(=O)NCCOc2ccccc2C)c(Br)c(OC)c1OC	nt	2	10	-1	0.6	-1	4
CCOC(=O)N1CCC(N2Cc3cccc(C(=O)Nc4ccc(OCC)cc4)c3C2=O)CC1	-3	1	2	nt	0.1	-5	-1
CO[C@H]1CN(C)C(=O)c2ccc(NC(=O)C3CCCCC3)cc2OC[C@@H](C)N(Cc2cccnc2)C[C@H]1C	nt	0	-5	0	3.4	3	4
CCOc1cc(Br)c(Br)c(C=Nc2ccc(NC(C)=O)cc2)c1O	nt	-2	0	0	nt	-3	-3
CCc1ccc(NC(=S)N2CCCCCCC2)cc1	49	-1	-2	1	2.5	nt	-4
NS(=O)(=O)c1cccc(NC(=O)CSc2ncc(C(F)(F)F)cc2Cl)c1	nt	2	1	8	nt	6	4
CC(CCC(=O)O)(c1ccc(O)cc1)c1ccc(O)cc1	-4	-2	2	2	1.1	nt	-5
Cc1cc(Cl)cc2c(N=Nc3ccccc3C(=O)O)c(O)[nH]c12	1	-6	2	8	-0.2	-4	-1
COCc1cn(CC[C@@H]2CC[C@@H](NC(=O)Nc3ccc(OC)cc3)[C@H](CO)O2)nn1	nt	-4	-2	-2	2.2	8	3
COc1cccc(C(=O)N[C@@H](Cc2cccnc2)C(=O)N2CCC[C@H]2C(=O)NC2CCCC2)c1	nt	-1	1	-2	0.8	0	3
O=C(Cc1ccccc1)N1CC[C@@H]2[C@@H](CO)Nc3ccc(-c4cccc(F)c4)cc3[C@@H]21	109*[16.7 µM]	-3	-2	-2	6.2	-1	-7
O=C1COc2ccc(C(=O)COC(=O)CCSc3ccc(Cl)cc3)cc2N1	nt	-5	-1	-5	-1.9	16*	-4
Cc1ccc(N2CCN(C(=O)c3cccs3)CC2)cc1C	4	0	-1	-4	2.7	-3	4
COc1cccc(NC(=O)C(C)C)c1	3	-4	1	2	-2.6	-4	-1
O=C(NNC(=O)c1ccc(-n2cncn2)c([N+](=O)[O-])c1)c1ccc(Cl)cc1	6	0	0	-5	0.9	1	4
C[C@H]1CN([C@@H](C)CO)C(=O)Cc2cc(NS(=O)(=O)c3ccccc3)ccc2O[C@H]1CN(C)CC1CC1	-7[16.7 µM]	-3	-6	2	-0.9	-3	20
Cc1cc(C(=O)Nc2cccc3c2O[C@H](CN(C)Cc2ccc(Oc4ccccc4)cc2)[C@H](C)CN([C@@H](C)CO)C3=O)n(C)n1	1[16.7 µM]	-2	-2	1	-2.4	3	14
C[C@@H]1CN([C@H](C)CO)C(=O)c2cc(-c3ccccc3)cnc2O[C@@H]1CN(C)C(=O)Cc1ccccn1	4[16.7 µM]	-2	-3	3	-0.2	1	-2
N#C[C@H]1[C@@H](c2ccc(-c3ccncc3)cc2)[C@@H](CO)N1C(=O)C1CCCCC1	nt	-1	1	-3	-1.1	2	0
O=C(NCC(c1ccco1)N1CCCC1)c1cn(Cc2ccccc2)nc1-c1ccccc1 (configuration not stated)	-3	21	2	3	0.6	-2	1

# Looked up by compound from the list above (two):
SMILES	miR-122 sensor	Casp6 inh	ERAP1 HTS inh	ERp5 inh	F508del corr	SIRT5 inh	DENV2 CPE
O=C(NNC(=O)c1ccc(-n2cncn2)c([N+](=O)[O-])c1)c1ccc(Cl)cc1	6	0	0	-5	0.9	1	4
COc1cccc(NC(=O)C(C)C)c1	3	-4	1	2	-2.6	-4	-1

# More results:
SMILES	miR-122 sensor	Casp6 inh	ERAP1 HTS inh	ERp5 inh	F508del corr	SIRT5 inh	DENV2 CPE
O=C(Cc1sc(Nc2ccccc2)nc1-c1ccccc1)NCc1ccccc1	32	0	-3	-6	nt	-3	-3
Cc1ccc(S(=O)(=O)Nc2ccc3c(c2)CC(=O)N([C@@H](C)CO)C[C@H](C)[C@H](CN(C)Cc2ccc4c(c2)OCO4)O3)cc1	12[16.7 µM]	1	-1	-1	-0.6	3	5
C[C@H](CO)N1C[C@H](C)[C@@H](CN(C)C(=O)Nc2ccccc2F)OCc2cnnn2CCCC1=O	-5	-4&1&-1	-2&4&2	6&0&-1	-0.3&1.1&-3.3	-5&-2&7	?
COc1cc(/C=C2\S/C(=N/S(=O)(=O)Cc3ccccc3)NC2=O)c([N+](=O)[O-])cc1OC	9	13	2	-7	0.2	3	-4
Cc1ccccc1CSc1nnnn1-c1ccc(C(N)=O)cc1	-1	3	-1	0	-3.0	3	-1
CN(/N=C/c1cc(Br)cc(Br)c1O)c1cccc(C(F)(F)F)n1	nt	nt	-1	4	0.1	-5	-5
CCCCC1(O)CC(C(F)(F)F)=NN1C(=O)COc1ccccc1 (configuration not stated)	0	2	-3	4	nt	2	0
CC(C)OC(=O)c1cccc(C(=O)O)n1	5	-2	-10	-8	nt	19*	nt
CCOC(=O)c1c(C)nn(-c2ncccc2NC(=O)CCC(=O)O)c1C	-2	-1	1	7	2.1	-4	-8
COc1ccc(-c2ccc([C@H]3[C@@H](CO)N4C(=O)CN(C(=O)C5CC5)C[C@@H]34)cc2)cc1	nt	-1	0	-2	0.7	-2	4
COC(=O)[C@H](C(C)C)N(Cc1ccccc1)S(=O)(=O)CCNC1CCCC1	3	-2	nt	2	2.7	-1	15
c1ccc(C2(CNc3ccccn3)CCCC2)cc1	nt	-4	-2	-3	1.3	-6	nt
O=C(O)C(=Cc1cccc([N+](=O)[O-])c1)c1ccc(Cl)cc1	-8	-2	0	1	0.9	nt	12
COCC#Cc1ccc([C@H]2[C@@H](CO)N3C(=O)CN(C(=O)c4cccnc4)C[C@@H]23)cc1	nt	1	0	-2	3.2	-1	3
CCOC(=O)C1(Cc2cccc(F)c2)CCN(C(=O)C2CCCO2)CC1 (configuration not stated)	-4	5	1	2	3.2	-3	5
COc1ccc2c3c(n(C)c2c1)[C@@H](CO)N(C(=O)Nc1ccc(F)cc1)CC31CCN(S(=O)(=O)c2cccc(F)c2)CC1	nt	3	5	-9	4.0	-1	17
Cc1ccc(S(=O)(=O)N(C)C[C@@H]2Oc3ccc(NC(=O)Nc4c(C)noc4C)cc3CC(=O)N([C@@H](C)CO)C[C@H]2C)cc1	1[16.7 µM]	nt	2	-2	-3.4	-2	-4
CCN(CC)C(=O)[C@H]1C[C@H](CC(=O)NCc2ccco2)C(=O)N2CCc3c([nH]c4cc(CCC(=O)N(C)C)ccc34)[C@]12C	nt	0	11	5	-3.3	-6	-6
COc1ccccc1NC(=O)Nc1cc(F)ccc1F	6	-1	-5	2	-1.9	0	3
COc1ccc(NC(=O)N(C)C[C@H]2Oc3c(NC(=O)Nc4ccccc4)cccc3C(=O)N([C@H](C)CO)C[C@H]2C)cc1	-3[16.7 µM]	0	-2	-8	0.2	7	14
Cc1ccnc(NS(=O)(=O)c2ccc(NC(=O)Cc3c(F)cccc3Cl)cc2)n1	nt	0	-2	2	-4.7	7	-1
O=C(C[C@@H]1CC[C@@H]2[C@H](COC[C@H](O)CN2C(=O)Nc2ccccc2)O1)NCCCN1CCOCC1	5[16.7 µM]	-5	0	-2	-0.7	-1	-1
CC(C)CC(=O)Nc1ccc(C(=O)CN2CCN(c3ccc(O)cc3)CC2)cc1	-5	11	-4	0	-2.2	-45	15
COc1ccc(NC(=O)C2CCCN(S(=O)(=O)c3cccc4cccnc34)C2)cc1OC (configuration not stated)	7	2	-1	3	-0.9	-5	-6
COc1ccc(CC(NC(C)=O)C(=O)NC2CCN(C(=O)C3CC3)CC2)cc1OC (configuration not stated)	0	3	-1	9	3.3	-2	3
CC(=O)Nc1ccccc1OCc1nnc(-c2ccc(Cl)cc2)o1	-5	-4	1	-3	-4.2	-1	-5
CC(C)=CCC[C@](C)(O[C@@H]1O[C@H](CO[C@@H]2O[C@H](CO)[C@@H](O)[C@H](O)[C@H]2O)[C@@H](O)[C@H](O)[C@H]1O)C1CC[C@]2(C)C1C(=O)CC1[C@@]3(C)CC[C@H](O[C@H]4O[C@@H](CO)[C@H](O)[C@@H](O)[C@@H]4O)C(C)(C)C3CC[C@]12C (some centres not stated)	nt	0	nt	4	-0.7	nt	4
COc1ccc(NC(=O)N(C)C[C@H]2Oc3ncc(C#C[C@H](C)O)cc3C(=O)N([C@H](C)CO)C[C@H]2C)cc1	-4[16.7 µM]	2	2	6	-0.9	-2	2
CN1CCN(c2nc3c(c(=O)n(C)c(=O)n3C)n2Cc2ccccc2)CC1	-4	3	1	-13	-3.2	0	-4
COc1ccc2c3c([nH]c2c1)[C@@H](CO)N(C(=O)C1CCC1)CC31CN(Cc2cccc(F)c2)C1	nt	4	7	-5	-1.2	0	2
CCc1cccc(NC(=O)CCS(=O)(=O)c2ccc3c(c2)NC(=O)CO3)c1	4	-1	2	1	-1.3	-4	7
CCN(CC(=O)Nc1c(F)cccc1F)C(=O)c1cnc(C)cn1	nt	0	-3	-1	3.6	-6	4
